Assay outcomes as filed in PubChem BioAssay.
OX1R antag-1 = OX1R (HCRTR1) antagonists, primary screen, fluorescence, CHO/OX1R cells, Fluo-8 calcium, orexin A | inhibition, % at 5 µM | 330,000 tested, 0.43% active | Orexin/Hypocretin receptor type 1 (Homo sapiens), O43613 | AID 434989, 2010 | Fluo-8 calcium fluorescence;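 active = inhibition above its plate's threshold, mean inhibition of all tested compounds on the plate plus 3 SD, cut at about 37% in these data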;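 note: 0% = orexin A challenge wells and 100% = SB-334867-A antagonist wells; not every result past the cut was called active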
Target sequence (O43613 whole entry, looked up): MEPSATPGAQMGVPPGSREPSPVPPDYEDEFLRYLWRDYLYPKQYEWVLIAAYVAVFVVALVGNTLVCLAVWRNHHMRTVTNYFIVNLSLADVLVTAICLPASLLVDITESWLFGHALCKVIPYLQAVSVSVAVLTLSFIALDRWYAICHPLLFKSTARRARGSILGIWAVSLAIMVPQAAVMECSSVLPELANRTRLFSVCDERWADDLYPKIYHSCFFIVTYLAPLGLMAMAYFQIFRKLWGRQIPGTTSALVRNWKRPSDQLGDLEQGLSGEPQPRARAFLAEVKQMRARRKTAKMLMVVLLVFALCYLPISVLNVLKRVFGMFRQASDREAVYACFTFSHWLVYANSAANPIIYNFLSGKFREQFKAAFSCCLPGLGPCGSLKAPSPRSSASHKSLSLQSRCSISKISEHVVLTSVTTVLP
OX1R antag-2 = antagonists of human orexin 1 receptor (OX1R); Orexin/Hypocretin receptor type 1 (Homo sapiens), O43613; OX1R-expressing cells, FRET antagonist read-out; inhibition, % at 6.6 µM; 330,000 tested, 1.8% active; AID 485270, 2010; in the data active = inhibition mostly above about 38%, no sharp cut-off; inactive = mostly below about 40%;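 note: 0% = agonist challenge alone and 100% = reference antagonist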
* marks the source's active call; other numbers are inactive results. Not a hit list. About 2% of those tested had a hit in this group.

Cc1ccc(S(=O)(=O)NC(=O)NCc2ccc3c(c2)OCO3)cc1 was read as OX1R antag-1 3 and OX1R antag-2 8.
`CCN1CCN(CCNC(=O)Cn2c(=O)c3cccn3c3ccc(F)cc32)CC1` gave OX1R antag-1 1 and OX1R antag-2 20.
Screening Cc1nc2oc3ccccc3c(=O)c2cc1C(=O)O returned OX1R antag-1 -11 and OX1R antag-2 9.
Cc1cc(C(F)(F)F)n(-c2nc(C(=O)N/N=C/c3ccc(F)cc3)cs2)n1 was read as OX1R antag-1 -3 and OX1R antag-2 8.
`COc1ccccc1NC(=O)C1=C(C)Nc2nc(-c3ccccc3)nn2C1c1ccccn1` (configuration not stated) gave OX1R antag-1 -30 and OX1R antag-2 13.
Screening CCOC(=O)C1=C(COC(=O)C(CC)c2ccccc2)NC(=O)NC1C (configuration not stated) returned OX1R antag-1 -18 and OX1R antag-2 8.
For COc1ccc(C)cc1NC(=O)c1sc2nc(C)nc(N3CCOCC3)c2c1C the results were OX1R antag-1 -10 and OX1R antag-2 16.
Screening COc1ccc(CCNC(=S)NC(=O)c2cc(OC)c(OC)c(OC)c2)cc1OC returned OX1R antag-1 -45 and OX1R antag-2 19.
For CCNC(=O)CC1C(=O)N(C)C(=S)N1NC(=O)c1ccc(Cl)cc1 (configuration not stated) the results were OX1R antag-1 -16 and OX1R antag-2 0.
Screening CCCCNC(=O)Nc1cc(C(=O)OC)ccc1C returned OX1R antag-1 -22 and OX1R antag-2 25.
For O=C(Nc1ccncc1)c1cc2ccccc2cc1O the results were OX1R antag-1 5 and OX1R antag-2 7.
Cc1cccc([C@@H]2[C@@H]3C(=O)N(C)C(=O)[C@@H]3[C@@H]3C(=O)Nc4ccccc4C(=O)N23)c1 was read as OX1R antag-1 -13 and OX1R antag-2 7.
`O=[N+]([O-])c1nn(-c2ccc3c(c2)OCCO3)n(O)c1=NC1CCN(Cc2ccccc2)CC1` gave OX1R antag-1 -24 and OX1R antag-2 27.
`Cc1ccc(OCCSc2nc3ccccc3n2CC(=O)O)cc1C` gave OX1R antag-1 -4 and OX1R antag-2 43*.
`CN(C(=O)COC(=O)c1cc(NS(=O)(=O)c2cc([N+](=O)[O-])ccc2Cl)ccc1O)C1CCCCC1` gave OX1R antag-1 -13 and OX1R antag-2 25.
`COc1ccccc1-c1sc2cc3c(cc2c1C#CC1(O)CCCCC1)OCO3` gave OX1R antag-1 -4 and OX1R antag-2 10.
Screening NC(=O)c1ccccc1NC(=O)CN1CCN(Cc2ccc(Cl)cc2Cl)CC1 returned OX1R antag-1 -3 and OX1R antag-2 -1.
`C/C(=N/NC(=O)CSc1ccccn1)c1ccc([N+](=O)[O-])cc1` gave OX1R antag-1 -9 and OX1R antag-2 66.
Cn1c(=O)cc(SCC(=O)NCCC2=CCCCC2)c2ccc(Cl)cc21 was read as OX1R antag-1 -17 and OX1R antag-2 19.
For Cc1cnc(CNC(=O)C2CCC(=O)N(Cc3ccc(Cl)cc3)C2)[nH]1 (configuration not stated) the results were OX1R antag-1 -13 and OX1R antag-2 12.
Screening O=C(COc1ccc(S(=O)(=O)N2CCCCC2)cc1)NCc1ccncc1 returned OX1R antag-1 -10 and OX1R antag-2 16.
Screening CCOc1ccc(N2C(=O)/C(=C/c3cccs3)N(C)C2=S)cc1 returned OX1R antag-1 -11 and OX1R antag-2 15.
CCOc1ccc(N(CC(=O)NCCc2ccccc2)C(=O)CCC(=O)Nc2cc(C)ccn2)cc1 was read as OX1R antag-1 -44 and OX1R antag-2 12.
`C=CCNC(=O)c1ccc2c(c1)N(CC)C(=O)c1ccccc1S2` gave OX1R antag-1 -9 and OX1R antag-2 4.
CC(=O)OCC(=O)c1c[nH]c2ccccc12 was read as OX1R antag-1 14 and OX1R antag-2 19.
`Nc1c(C(=O)Nc2ccccc2)nnn1-c1ccc2c(c1)OCCO2` gave OX1R antag-1 -7 and OX1R antag-2 17.
`COc1ccc(NC(=O)CCS(=O)(=O)c2ccc(OC)cc2)cc1` gave OX1R antag-1 -14 and OX1R antag-2 10.
Screening CCc1cc(=O)oc2c3c(cc(OCC(=O)NCCCC(=O)O)c12)OC(C)(C)CC3 returned OX1R antag-1 -6 and OX1R antag-2 -3.
For O=C(COC(=O)CCSc1ccccc1Cl)NCc1ccco1 the results were OX1R antag-1 -2 and OX1R antag-2 13.
Screening O=c1cc(NCc2ccc3c(c2)OCO3)[nH]c(=O)n1-c1ccc(Cl)cc1 returned OX1R antag-1 -5 and OX1R antag-2 0.

Brought forward from above: 3 compounds, followed by the next part.
Screening CCc1cc(=O)oc2c3c(cc(OCC(=O)NCCCC(=O)O)c12)OC(C)(C)CC3 returned OX1R antag-1 -6 and OX1R antag-2 -3.
For O=C(COC(=O)CCSc1ccccc1Cl)NCc1ccco1 the results were OX1R antag-1 -2 and OX1R antag-2 13.
Screening O=c1cc(NCc2ccc3c(c2)OCO3)[nH]c(=O)n1-c1ccc(Cl)cc1 returned OX1R antag-1 -5 and OX1R antag-2 0.
COc1cccc(NC(=O)c2ccc3c(c2)N(CC(=O)N2CCCCC2)C(=O)C(C)(C)O3)c1 was read as OX1R antag-1 0 and OX1R antag-2 41.
`Cc1cccn2c(=O)c(/C=C(\C#N)C(=O)NCc3ccco3)c(N3CCCCCC3)nc12` gave OX1R antag-1 -32 and OX1R antag-2 12.
CCCOc1ccc(C(=O)CCC(=O)NNC(=O)Cn2nc(C)cc2C)cc1 was read as OX1R antag-1 -10 and OX1R antag-2 13.
`O=C(c1cccc(C(F)(F)F)c1)N1CCC(O)(CS(=O)(=O)Cc2ccc(Cl)cc2)CC1` gave OX1R antag-1 -14 and OX1R antag-2 5.
Screening CC1CCCCC1NC(=O)CCS(=O)(=O)c1cccc2nonc12 (configuration not stated) returned OX1R antag-1 -16 and OX1R antag-2 57*.
Screening Clc1ccc(SCCOCCN2CCc3ccccc3C2)cc1 returned OX1R antag-1 -23 and OX1R antag-2 22.
`CC1(C)CC(=O)C=C(Nc2ccc(F)c(Cl)c2)C1` gave OX1R antag-1 -12 and OX1R antag-2 14.
CC1Sc2ccc(S(=O)(=O)NCCc3ccccc3)cc2NC1=O (configuration not stated) was read as OX1R antag-1 -26 and OX1R antag-2 33.
`Cc1c([N+](=O)[O-])cc(C(=O)N2CCOCC2)cc1[N+](=O)[O-]` gave OX1R antag-1 7 and OX1R antag-2 28.
`Cn1cc([N+](=O)[O-])c(C(=O)N/N=C/c2ccncc2)n1` gave OX1R antag-1 8 and OX1R antag-2 75*.
Screening COc1cccc(CNC(=O)CSc2nnc3c(n2)[nH]c2ccc(OC)cc23)c1 returned OX1R antag-1 -7 and OX1R antag-2 28.
Screening CCOC(=O)CCNC(=O)c1ccccc1Br returned OX1R antag-1 -23 and OX1R antag-2 15.
For C[C@H](NC(=O)N1CCn2c1nc1ccccc12)C(=O)NC1CC1 the results were OX1R antag-1 -22 and OX1R antag-2 12.
Screening O=P(O)(O)COc1ccccc1P(=O)(c1ccccc1)c1ccccc1 returned OX1R antag-1 -8 and OX1R antag-2 29.
For CC(C)NS(=O)(=O)c1ccc(Br)c(C(=O)OC(C)C(=O)NC2CCCCC2C)c1 (configuration not stated) the results were OX1R antag-1 -27 and OX1R antag-2 32.
Screening CC(C)Cc1ccc(C#N)c(SCC(N)=O)n1 returned OX1R antag-1 -2 and OX1R antag-2 14.
Screening Cc1ccc(N2CCN(S(=O)(=O)c3ccc(-n4cnnn4)cc3)CC2)c(C)c1 returned OX1R antag-1 -23 and OX1R antag-2 13.
COc1ccc(NC(=O)C/C(C)=N/NC(=O)c2cnccn2)cc1 was read as OX1R antag-1 -11 and OX1R antag-2 40.
COc1ccc(CCNC(=O)C2CC(c3ccc(C(F)(F)F)cc3)=NO2)cc1 (configuration not stated) was read as OX1R antag-1 -16 and OX1R antag-2 38.
COc1ccccc1NS(=O)(=O)c1cccc(C(=O)NN=C2CCCC2)c1 was read as OX1R antag-1 -14 and OX1R antag-2 31.
For CCn1c(SCC(=O)N/N=C/C=C\c2ccco2)nc2ccccc21 the results were OX1R antag-1 -3 and OX1R antag-2 26.
`COc1ccc(N2CCN(C(=O)COC(=O)Cc3c(F)cccc3Cl)CC2)cc1` gave OX1R antag-1 -19 and OX1R antag-2 -2.
Cc1cc2oc(C(=O)NCc3ccc4c(c3)OCO4)c(C)c2cc1C was read as OX1R antag-1 -7 and OX1R antag-2 41.
Screening NC(=O)C1CCN(CCS(=O)(=O)c2ccc(Cl)cc2)CC1 returned OX1R antag-1 0 and OX1R antag-2 4.
Cc1ccc(OCC(=O)NCCNC(=O)c2cccnc2)cc1C was read as OX1R antag-1 -9 and OX1R antag-2 15.
For Fc1ccc(-c2csc3ncnc(N4CCc5ccccc5C4)c23)cc1 the results were OX1R antag-1 -16 and OX1R antag-2 38.
Cc1cccc(NC(=O)CN2C(=O)NC3(CCCCCCC3)C2=O)c1C was read as OX1R antag-1 -4 and OX1R antag-2 4.
`COc1ccc(CNC(=O)CC23CC4CC(CC(C4)C2)C3)cc1OC` gave OX1R antag-1 -10 and OX1R antag-2 21.
Screening Cc1nn(-c2ccccc2)c(C)c1C(=O)Oc1ccccc1 returned OX1R antag-1 -2 and OX1R antag-2 7.
For Cc1nnc(NC(=O)C2CCCCC2)s1 the results were OX1R antag-1 -8 and OX1R antag-2 21.
For CS(=O)(=O)N(CC(=O)NCC1CCCO1)c1ccc(F)c(Cl)c1 (configuration not stated) the results were OX1R antag-1 -16 and OX1R antag-2 11.
For CCn1c(SCC(=O)N2CCc3ccccc32)nnc1-c1ccco1 the results were OX1R antag-1 -28 and OX1R antag-2 42.
Screening CCCCC[C@@H]1C=C(C(=O)O)[C@H](c2cccc(C)c2)N1S(=O)(=O)c1ccc(C)cc1 returned OX1R antag-1 -21 and OX1R antag-2 15.
`CCN(CC)C(=O)[C@H]1C[C@H](CC(=O)NCc2ccco2)C(=O)N2CCc3c([nH]c4cc(CCC(=O)N(C)C)ccc34)[C@]12C` gave OX1R antag-1 -22 and OX1R antag-2 5.
Screening N/C(CC(=O)Nc1ccc(F)cc1F)=N\OC(=O)c1cccs1 returned OX1R antag-1 -13 and OX1R antag-2 7.
For Cc1ccc(Nc2ncnc3nc[nH]c23)cc1Cl the results were OX1R antag-1 11 and OX1R antag-2 28.
`CN=C(Cc1ccccc1)C1=C(O)CC(C)(C)CC1=O` gave OX1R antag-1 5 and OX1R antag-2 1.
Screening CCOC(=O)C1=C(CN2CCC(C)CC2)NC(=O)NC1c1ccc(Cl)cc1 (configuration not stated) returned OX1R antag-1 -41 and OX1R antag-2 9.
For COc1cc(NC(=O)c2ccc3snnc3c2)cc(OC)c1 the results were OX1R antag-1 -20 and OX1R antag-2 14.
O=S(=O)(c1cccc(C(F)(F)F)c1)N1CCC(CO)(CCCc2ccccc2)CC1 was read as OX1R antag-1 -18 and OX1R antag-2 9.
Screening CCOC(=O)c1ccc(N=NN(C)C)cc1 returned OX1R antag-1 -15 and OX1R antag-2 9.
Cc1ccc(S(=O)(=O)N(C)c2ccc(OCC(=O)NC3=NCCS3)cc2)cc1 was read as OX1R antag-1 -12 and OX1R antag-2 18.
Screening CCN(CC)CCn1c2c(c(SCC(=O)Nc3ccc(F)c(F)c3)nc1=O)CCC2 returned OX1R antag-1 -11 and OX1R antag-2 20.
For CC(C)CCNC(=O)CN(Cc1ccccc1)C(=O)CCC(=O)Nc1ccccn1 the results were OX1R antag-1 -22 and OX1R antag-2 6.
Screening CN(C)c1ccc(C(=O)/C=C/c2ccccc2)cc1 returned OX1R antag-1 -20 and OX1R antag-2 14.
COc1cc(-c2nnco2)cc(OC)c1OC was read as OX1R antag-1 1 and OX1R antag-2 16.
Screening COc1ccccc1N1CCN(CC(=O)c2c(C)n(C)c3ccccc23)CC1 returned OX1R antag-1 -35 and OX1R antag-2 26.
CCc1ccc([C@H]2C(C(=O)O)=C[C@@H](CC)N2S(=O)(=O)c2ccc(C)cc2)cc1 was read as OX1R antag-1 -9 and OX1R antag-2 7.
CCn1c(SCC(N)=O)nnc1-c1ccc(S(=O)(=O)N2CCN(C)CC2)cc1 was read as OX1R antag-1 -16 and OX1R antag-2 12.
`CCOC(=O)Cc1nnc(NC(=O)COc2ccc(OC)cc2)s1` gave OX1R antag-1 -16 and OX1R antag-2 4.
`Cc1[nH]c2ccccc2c1C(c1ccccn1)N1CCC(C(N)=O)CC1` (configuration not stated) gave OX1R antag-1 -22 and OX1R antag-2 5.
For O=C(Cn1c(=O)cnc2ccccc21)Nc1cc(Cl)ccc1N1CCOCC1 the results were OX1R antag-1 -11 and OX1R antag-2 10.
CCOCCCN(Cc1cc2cc(C)cc(C)c2[nH]c1=O)C(=O)N(CC)CC was read as OX1R antag-1 -21 and OX1R antag-2 18.
Cc1csc(CNc2ncnc3ccc(-c4ccoc4)cc23)c1 was read as OX1R antag-1 -17 and OX1R antag-2 15.
For CN(CC(=O)NCCc1ccc(S(N)(=O)=O)cc1)S(=O)(=O)c1ccc(Br)s1 the results were OX1R antag-1 -5 and OX1R antag-2 9.
`CN1C(=O)Cc2cc(S(=O)(=O)NCc3c(F)cccc3Cl)ccc21` gave OX1R antag-1 -3 and OX1R antag-2 4.
CCOC(=O)c1sc(NC(=O)CSc2nc3c(c(=O)n2-c2ccc(C)cc2)SCC3)c(C(=O)OCC)c1C was read as OX1R antag-1 -26 and OX1R antag-2 2.

Of the compounds above, three contain bromine:
Screening CCOC(=O)CCNC(=O)c1ccccc1Br returned OX1R antag-1 -23 and OX1R antag-2 15.
For CC(C)NS(=O)(=O)c1ccc(Br)c(C(=O)OC(C)C(=O)NC2CCCCC2C)c1 (configuration not stated) the results were OX1R antag-1 -27 and OX1R antag-2 32.
For CN(CC(=O)NCCc1ccc(S(N)(=O)=O)cc1)S(=O)(=O)c1ccc(Br)s1 the results were OX1R antag-1 -5 and OX1R antag-2 9.
